Screening data from PubChem BioAssay.
All columns: NCI-60 one-dose screen, growth in % after 48 h at 10 µM unless noted; 100 = growth as untreated, 0 = no growth, -100 = all killed.
HL-60(TB): HL-60(TB) leukemia cells | 78,000 tested, 9% active; active = growth percent below 10
Starred values were filed as active, the others as inactive. Not all compounds are listed; count on the stated rates, not on these rows.

The opening four entries, to show the layout:
SMILES,HL-60(TB)
C=CCSc1nnc(-c2ccc(-c3nc4ccccc4[nH]3)cc2)o1,57.6
NC(=O)C1CCN(Cc2c[nH]c3ccccc23)CC1,86.4
COC(=O)C1=C(O)c2[nH]c3ccccc3c2C2(C)CCCC1C2 (configuration not stated),97.2
O=C(O)CCCCC1CCSS1 (configuration not stated),105.4

The list itself, from the start:
SMILES,HL-60(TB)
C=CCSc1nnc(-c2ccc(-c3nc4ccccc4[nH]3)cc2)o1,57.6
NC(=O)C1CCN(Cc2c[nH]c3ccccc23)CC1,86.4
COC(=O)C1=C(O)c2[nH]c3ccccc3c2C2(C)CCCC1C2 (configuration not stated),97.2
O=C(O)CCCCC1CCSS1 (configuration not stated),105.4
O=P1(c2ccccc2)Nc2ccccc2N1c1ccccc1 (configuration not stated),73.0
O=C1N(Cc2ccc(Cl)cc2)c2ccccc2S(=O)(=O)N1c1cccnc1Cl,103.4
CNc1cc(=S)nc(N)[nH]1,100.0
CC(C)C(N)C(=O)Nc1nncs1 (configuration not stated),102.1

Further compounds:
SMILES,HL-60(TB)
Nc1nc(Nc2ccccc2Cl)c2c(n1)-c1ccoc1CC2,93.2
COc1ccc(Cl)cc1/C=C/C=N/NC(=O)c1ccncc1,37.3
COc1cccc2c1[C@H](OC)[C@]13O[C@@]1(C2=O)[C@H](O)[C@H](C)[C@@](O)(C(=O)[C@@H]1O[C@H]1C)[C@@H]3O,-46.6*
CC(=O)Nc1ncc(S(=O)(=O)c2ccc([N+](=O)[O-])cc2)s1,113.5
COc1cc2c(cc1OC)[C@H]1C[C@H](O)CN1CC2,106.1
NNC(=O)CSc1nc2sc3c(c2c(=O)n1-c1ccccc1)CCCCC3,97.9
CCCCCCCCCCCn1nnnc1N,88.5
COC(C(=O)[C@@H](O)[C@@H](C)O)[C@@H]1Cc2cc3cc(O[C@H]4C[C@@H](O[C@H]5C[C@@H](O)[C@H](O)C(C)O5)[C@H](O)C(C)O4)cc(O)c3c(O)c2C(=O)[C@H]1O[C@H]1C[C@@H](O[C@H]2C[C@@H](O[C@H]3C[C@@H](OC)[C@H](O)C(C)O3)[C@@H](O)C(C)O2)[C@H](O)C(C)O1 (some centres not stated),81.5

Next section:
SMILES,HL-60(TB)
Cc1ccc(S(=O)(=O)N/N=C2/CC3CCC(C)(C2)C3)cc1 (configuration not stated),68.1
Cn1c(=O)cc(S)c2ccccc21,105.8
O=c1[nH]c(-c2csc(-c3cccs3)n2)cc2ccccc12,104.7
CC(=O)/C(=C/c1ccccc1)C(=O)CC(C)C,38.8
COc1ccc(/C=N/N=C2c3ccccc3-c3ccccc32)cc1O,70.5
COc1cc(/C=C/C(=O)c2ccc(NC(=O)CSc3nnc(-c4ccc5nc(-c6ccccc6)[nH]c5c4)o3)cc2)cc(OC)c1OC,69.0
CC(CN)[C@@H]1CC[C@]2(CO)CC[C@]3(C)[C@H](CC[C@@H]4[C@@]5(C)CCC(NCCO)C(C)(C)[C@@H]5CC[C@]43C)[C@@H]12 (some centres not stated),60.0
CN(C)c1ccc(C=O)c(Oc2ccccc2)c1,98.1

(more compounds)
SMILES,HL-60(TB)
CS(=O)(=O)c1ccc(-n2nc(C(=O)OCc3ccc(Br)cc3)cc2-c2ccc(Cl)cc2)cc1,94.4
Cn1cc(-c2ccc3[nH]c(=O)nc(-c4ccccc4)c3c2)cn1,92.7
Cc1nc(-n2nc(C#N)c(C#N)c2N)c(C#N)c(C#N)c1C,76.0
CCCCCCCCCCCCCCCCCCOc1ccccc1CC(=O)NCC[N+]1(C)CCCCC1,41.8
C#CCOC(=O)[C@]1(C)CCC[C@@]2(C)[C@H]1CC=C1C=C(C(C)C)CC[C@@H]12,98.1
CC(=O)c1cccc(N=NN(C)C)c1,102.0
CC(C#N)(CCC(=O)O)N=NC(C)(C#N)CCC(=O)O (configuration not stated),106.9
C[C@@H]1O[C@@H](O[C@@H]2C[C@H](c3ccc4c(c3O)C(=O)C3=C(C4=O)[C@@]4(O)C(=O)C[C@](C)(O)C[C@@]4(O)C=C3)O[C@H](C)[C@H]2O)C[C@H](O)[C@@H]1O,99.5

Further records:
SMILES,HL-60(TB)
O=C1NC(=O)C(Cc2ccc(OCc3ccc(-c4ccc(Cl)cc4Cl)cc3)cc2)S1 (configuration not stated),56.9
C#C[C@]1(O)CC[C@H]2[C@@H]3CC=C4c5sc(Nc6ccccc6)nc5CC[C@]4(C)[C@H]3CC[C@@]21C,7.6*
CCc1nnc(/N=C2\NC(=O)/C(=C/c3cccnc3)S2)s1,92.8
N#Cc1c2c([nH]c(=O)c1C(N)=O)CCCCC2,103.9
O=C1N/C(=C\c2ccccc2)c2ncccc21,116.5
COc1cccc(CCN2C(=O)CCC3=C2CCC3=O)c1,99.9
O=c1oc2ccc(Br)cc2cc1/C(CS(=O)(=O)c1ccccc1)=N/Nc1ccccc1,103.5
CC1(C)NC(=S)c2ccccc2NC1=S,101.7

Next section.
SMILES,HL-60(TB)
O=c1nc(NO)[nH]c(=O)n1Cc1ccccc1,104.9
COc1cc(/C=C2\C(=O)Nc3ccc(N(C)C)cc32)cc(OC)c1OC,27.5
O=C(CSc1nnc2sc(Nc3cccc(Cl)c3)nn12)c1ccc(F)cc1,82.7
Nc1nc2ccccc2o1,100.7
CCCCC(CC)OC(=O)Cc1ccccc1 (configuration not stated),96.3
CC1(C)OCC(COC(c2ccccc2)(c2ccccc2)c2ccccc2)O1 (configuration not stated),99.9
O=c1[nH]c(N2CCOCC2)nc2cc(NCc3ccccc3)ccc12,83.0
O=C(NC(=O)c1c(F)cccc1F)Nc1cc(Cl)c(F)c(Cl)c1F,94.9

Remaining list, next part.
SMILES,HL-60(TB)
O=C1c2ccccc2N=C(N/N=C/c2ccc(F)cc2)[C@@H]2CCCN12,100.5
Cc1c(C(=O)Nc2ccc(Cl)cc2)sc2c(=O)[nH]cnc12,109.9
CC(C)(C)OC(=O)CN1CCc2c(sc3ncnc(N4CCN(c5ccc(F)cc5)CC4)c23)C1,99.5
COCCOc1cnc(Sc2cc(C)c(-c3csc(NC(=O)c4ccncc4)n3)c(C)c2)cn1,42.1
CC1(C)N=C(N)NC(Nc2ccc(S(N)(=O)=O)cc2)=N1,103.9
CCOC(=O)c1cc(C(=O)c2ccc(Cl)cc2)n2c1ccc1c3cccnc3ccc12,101.2
CCN1C(=O)N(CC)C2C1NN=c1s/c(=C3\C(=O)N(CCc4ccccc4)c4ccccc43)c(=O)n12 (configuration not stated),-46.1*
Nc1ccccc1C(=O)N[C@H]1CC(=O)c2ccccc2NC1=O,115.7

Next section:
smiles | HL-60(TB)
N#Cc1nc(-c2ccc(Cl)cc2)cc(-c2ccc(Nc3nc(N4CCCCC4)nc(N4CCCCC4)n3)cc2)c1N | 99.2
COc1ccc(C2CC(c3cnccn3)=NN2)cc1OC (configuration not stated) | 46.5
OC1C2CC3C1C3C2O (configuration not stated) | 92.9
C#Cc1cc(C(=O)Nc2ccc(CN3CCN(C)CC3)c(C(F)(F)F)c2)ccc1OC | 73.2
Oc1cc(Br)c(Br)cc1O | 78.9
N#Cc1c(-c2ccc(Cl)cc2)nc(SCc2ccc([N+](=O)[O-])cc2)[nH]c1=O | 82.2
Cn1cc(-c2csc(-c3c[nH]c4ccccc34)n2)c2cccnc21 | 11.5
CCCN1/C(=C(\C#N)C(=O)OCC)Sc2c1nc(C)[nH]c2=O | 86.9
Cc1ncc(COCc2ccccc2)c(CO)c1OCc1ccccc1 | 106.1
Cn1c(N2NC(=O)C(N=Nc3ccc(S(N)(=O)=O)cc3)C2=O)nc(-c2ccco2)c(C#N)c1=O (configuration not stated) | -41.4*
CCOC(=O)/C=C(/CSC(=S)OCC)OCC | 100.7
CC(=O)NS(=O)(=O)c1cc(N)ccc1S(=O)(=O)c1ccc(N)cc1 | 107.9

The list goes on:
smiles | HL-60(TB)
Cc1nn(-c2ccccc2)c(Cl)c1/C=C1\N=C(c2ccccc2)N(C(=O)c2ccc(Cl)cc2)NC1=O | 71.9
Cn1cc(-c2noc(C(=O)c3cn(C)c4ncccc34)n2)c2ccccc21 | 98.6
COc1ccc(OC)c(Nc2ncccc2C(=O)NCc2cn(Cc3cccc(Oc4ccccc4)c3)nn2)c1 | 58.4
Cc1nc(C(F)(F)F)c(F)c(=O)[nH]1 | 102.1
CC(=O)N1N=C(c2ccc(Cl)cc2)CC1c1c(C)nn(-c2ccccc2)c1N(C)Cc1ccccc1 (configuration not stated) | 82.4
COc1cc(-c2nc(-c3nc4ccc(Cl)cc4[nH]3)cc3c2[nH]c2ccccc23)cc(OC)c1OC | 68.7
Cc1ccccc1Nc1nc(SC(C)C)nc(-c2ccccc2)c1C#N | 94.1
Cc1[nH]c(C(=O)Nc2ccc(C(=O)N3CCNCC3)cc2OC(C)C)c(Cl)c1Cl | 57.4
C=C(C)[C@@H]1CC[C@]2(C(=O)OC)CC[C@]3(C)[C@H](CC[C@@H]4[C@@]5(C)C/C(=C/c6ccco6)C(=O)C(C)(C)[C@@H]5CC[C@]43C)[C@@H]12 | 99.3
CN1CCN(CCCOc2cccc3nc(Nc4ccc(Cl)c(F)c4)ccc23)CC1 | 61.9
S=c1[nH]c2ccccc2n2cccc12 | 92.7
Cc1ccc(C#N)c(=O)[nH]1 | 124.1

(next part)
smiles | HL-60(TB)
CC(C)NC(Cc1ccccc1)c1ccccc1 (configuration not stated) | 106.0
Nc1nc2c(s1)CN(Cc1ccccc1)CC2 | 84.2
O=c1c2c3c(sc2nc(N/N=C/c2cn(-c4ccccc4)nc2-c2ccc(Cl)cc2)n1Cc1ccccc1)CCCC3 | -32.4*
C[C@]12CC[C@H]3[C@@H](C[C@@H]4SC(Nc5ccccc5[N+](=O)[O-])=N[C@@]45CC(=O)CC[C@]35C)[C@@H]1CCC2=O | 94.9
C#CC(C)(O)CCCCCC (configuration not stated) | 97.5
CCCCCOc1ccc2ccccc2c1 | 89.4
CCCCCNC(Cc1ccccc1)c1ccc(O)cc1 (configuration not stated) | 103.9
CC(=O)c1c(C)nc(SCC(=O)Nc2ccc(Br)cc2)n1-c1ccc(Cl)cc1 | 112.1
Nc1nc(=O)[nH]c2ccc(C(=O)c3ccc(Cl)cc3)cc12 | 91.8
COC(=O)/C=C(\C)Nc1ccc(Cc2ccc(N/C(C)=C/C(=O)OC)cc2)cc1 | 91.2
COc1ccc(Cl)cc1Nc1nc2c(s1)CCCc1cc(C(=O)NC(C)(C)C)[nH]c1-2 | 90.2
O=S(=O)(Nc1ncccn1)c1ccc(Nc2nc(O)c(/C=C3\C=Nc4ccccc43)s2)cc1 | 93.4

Later entries
smiles | HL-60(TB)
O=C(NCc1cn(Cc2ccc(F)cc2)nn1)c1cccnc1Nc1ccc(F)cc1 | 95.2
O=c1[nH]nc(-c2cn(-c3ccccc3)nc2-c2ccc(OCc3ccccc3)cc2)[nH]1 | 92.3
CCOC(=O)c1cc(Cl)nc(Cl)c1 | 105.8
Cc1cc(NC(=O)COCC(=O)O)no1 | 117.4
O=C1C(c2ccc([N+](=O)[O-])cc2)=[N+]([O-])c2cc([N+](=O)[O-])ccc21 | 113.7
COCC(O)CN1CCN(c2ccc(C)cc2)CC1 (configuration not stated) | 118.2
Cc1cccc(C)c1N(C)N | 105.3
CC(CCc1ccccc1)NCC(O)c1ccc(O)c(C(N)=O)c1 (configuration not stated) | 102.1
COC(=O)c1nc(-c2ccccc2)oc1S(=O)(=O)n1nc(-c2ccccc2)cc1N | 58.9
O=C1NC(=O)C(c2ccc(Cl)cc2Cl)N1 (configuration not stated) | 106.8
O=C(c1ccccc1)N(C(=S)NCCc1ccc(Cl)cc1)c1ccc(Cl)cc1 | 23.0
COc1ccc(-n2c(-c3ccccc3)c(-c3ccccc3)c3c(SCC(=O)N/N=C/c4ccc([N+](=O)[O-])cc4)ncnc32)cc1 | 100.0

Some of the entries so far, with each value named:
O=C(c1ccccc1)N(C(=S)NCCc1ccc(Cl)cc1)c1ccc(Cl)cc1
- HL-60(TB): 23.0

O=C1C(c2ccc([N+](=O)[O-])cc2)=[N+]([O-])c2cc([N+](=O)[O-])ccc21
- HL-60(TB): 113.7

CCOC(=O)c1cc(Cl)nc(Cl)c1
- HL-60(TB): 105.8

Cc1cc(NC(=O)COCC(=O)O)no1
- HL-60(TB): 117.4

Remaining list, next part
smiles | HL-60(TB)
NC(=O)CSc1nnc(CCC(=O)c2nc3ccccc3[nH]2)s1 | 99.9
O=C(Nc1ncc(Cc2cccc(C(F)(F)F)c2)s1)c1ccc(-n2cnnn2)cc1 | 70.8
O=c1cc(-c2sc(C3CCOCC3)nc2-c2ccccc2)c2cc(Cl)ccc2o1 | 76.4
O=C(CSc1nnc(-c2ccc3nc(-c4ccccc4)[nH]c3c2)o1)Nc1ccccc1 | 106.9
Cc1ccc(C(C)C)c(O)c1NC(=S)N/N=C\c1cc(Cl)ccc1O | 23.1
O=S(=O)(NC1CCCCC1)c1ccccc1 | 48.0
CC1=CC23OCC(=O)N2c2ccccc2C(O)C3C(C)=C1 (configuration not stated) | 99.5
Cc1cc(NCc2cc(Nc3ccnc4cc(Cl)ccc34)ccc2F)nc(N2CCN(c3ccccc3)CC2)n1 | -40.7*
CC(C)C(C#N)c1ccccc1 (configuration not stated) | 108.7
COc1ccc2c(c1)sc1nc(-c3ccccc3)c(-c3cnccn3)n12 | 90.3
CC(C)CCSc1nc(NCCO)c(C#N)c(-c2ccc(F)cc2)n1 | 76.5
Nc1c(Br)cc(Br)c(C(=O)O)c1Br | 117.0
Nc1ccc(OCc2ccccc2)cc1 | 80.7
Cc1ccc(-n2c(-c3ccccc3)c(-c3ccccc3)c3c(SCC(=O)NN)ncnc32)cc1 | 83.4
COc1ccc(C2CC(c3ccc(S(=O)(=O)NCCNc4nc(N(C)C)nc(N5CCOCC5)n4)cc3)=Nc3c(N)nc(N)nc3N2)cc1 (configuration not stated) | 90.7
